# Compound activity as filed in PubChem.
# miR122 inh – blocks miR-122 activity in Huh7 sensor cells. Huh7 miR-122 Renilla luciferase sensor, 48 h; neutral wells = 0, positive control = 100. activation (reporter increase), % at 12.5 µM. 0.3% of 340,000 active;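 active = mean replicate activation score at least 90 and every replicate individually at or above 90; inconclusive = only one of the two criteria met; inactive = neither criterion met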;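 also: higher luciferase means less miR-122 activity so hits act as miR-122 inhibitors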
# CFTR F508del cor – CFTR F508del correction in bronchial cells | 0.36% of 350,000 active | AID 720511 | activity (quench increase), % at 7.58 µM | CFBE cells, YFP halide quenching; stimulated with forskolin plus potentiator P3; % fluorescence drop versus neutral controls;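 active = mean added fluorescence quench of at least 8% versus neutral control, with both replicates also reaching 8%; inconclusive = only one of the mean or replicate conditions met; inactive = mean below 8% and not both replicates reaching 8%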;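 also: cells transiently co-express mutant CFTR-F508del with the halide-sensitive YFP; corrector assay measuring rescue of mutant channel to the surface after 24 h compound exposure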
# ERp5 inh – ERp5 (human) disulfide isomerase inhibition; Q15084; ERp5 insulin aggregation, absorbance 650 nm, 90 min; inhibition, % at 9.99 µM; 0.05% of 350,000 active; AID 651711;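 active = mean replicate inhibition above about 25%, with every replicate also reaching it, limit read from the data, passing the limit was not always enough; inconclusive = only one of those two criteria met; inactive = neither criterion met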
# Target sequence (Q15084 whole entry, looked up): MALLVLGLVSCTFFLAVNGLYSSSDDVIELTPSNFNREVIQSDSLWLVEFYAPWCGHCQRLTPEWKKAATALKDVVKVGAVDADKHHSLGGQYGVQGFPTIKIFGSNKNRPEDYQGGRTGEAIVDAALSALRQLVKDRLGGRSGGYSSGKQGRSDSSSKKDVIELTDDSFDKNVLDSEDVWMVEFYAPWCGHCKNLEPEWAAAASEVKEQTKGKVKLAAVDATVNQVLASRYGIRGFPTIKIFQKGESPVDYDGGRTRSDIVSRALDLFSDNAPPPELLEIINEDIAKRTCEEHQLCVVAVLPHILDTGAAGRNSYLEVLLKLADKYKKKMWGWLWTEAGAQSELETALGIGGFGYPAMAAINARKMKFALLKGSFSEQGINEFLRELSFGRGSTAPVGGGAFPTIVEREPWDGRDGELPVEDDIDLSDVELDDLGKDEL
# DENV2 CPE rescue – protects cells from dengue virus 2 cytopathic effect | DENV2-infected cells, cytopathic effect rescue, plate reader | AID 651640 | 1.7% of 350,000 active | CPE inhibition, % at 9.99 µM; in the data active = CPE inhibition above about 20%, passing the limit was not always enough; inconclusive = no clear call, values can overlap the other calls; tested in BHK-21 cells;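 also: 0% = median of neutral control wells and 100% = median of positive control wells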
# SIRT5 inh – blocks human SIRT5 desuccinylation of peptide; Purified SirT5, succinyl-peptide AMC, trypsin-coupled fluorescence; Q9NXA8; 1.1% of 330,000 active; inhibition, % at 15 µM; in the data active = inhibition above about 15%; inconclusive = no clear call, values can overlap the other calls
# Target sequence (Q9NXA8 whole entry, looked up): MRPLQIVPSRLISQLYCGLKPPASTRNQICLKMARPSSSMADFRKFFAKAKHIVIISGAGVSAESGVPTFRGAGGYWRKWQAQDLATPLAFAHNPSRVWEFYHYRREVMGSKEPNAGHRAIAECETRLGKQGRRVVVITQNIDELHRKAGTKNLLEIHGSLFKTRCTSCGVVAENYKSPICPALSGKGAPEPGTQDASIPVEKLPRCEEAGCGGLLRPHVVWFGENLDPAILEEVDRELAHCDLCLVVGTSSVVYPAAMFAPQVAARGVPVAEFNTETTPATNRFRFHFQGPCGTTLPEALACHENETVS
# Casp6 inh – blocks human caspase-6 cleavage activity; P55212; purified caspase-6, Z-VEID-R110 cleavage fluorescence; inhibition, % at 12.5 µM; 0.53% of 350,000 active;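 active = mean inhibition across replicates at least about 35%, with every replicate also reaching that limit, limit read from the data; inconclusive = only one of the two criteria met; inactive = neither criterion met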;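 also: 0% = median of neutral control wells and 100% = no fluorescence left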
# Target sequence (P55212 24-179 limits assumed): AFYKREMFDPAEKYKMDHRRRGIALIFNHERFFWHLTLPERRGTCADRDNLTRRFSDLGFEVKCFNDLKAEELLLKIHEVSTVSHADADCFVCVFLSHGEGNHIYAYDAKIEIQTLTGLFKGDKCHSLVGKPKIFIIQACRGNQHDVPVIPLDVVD
# Target sequence (P55212 194-293 limits assumed): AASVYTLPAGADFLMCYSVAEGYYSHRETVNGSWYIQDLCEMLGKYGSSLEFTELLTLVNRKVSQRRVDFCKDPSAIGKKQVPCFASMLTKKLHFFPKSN
# ERAP1 inh – inhibitors of human ERAP1 aminopeptidase. recombinant ERAP1, Leu-AMC fluorescence, 60 min. Q9NZ08. inhibition, % at 10.7 µM. 0.15% of 340,000 active;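 active = mean replicate inhibition of at least 30%, or all replicates individually reaching that 30% level; inactive = mean below 30% and not every replicate reaching it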;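 also: 0% = neutral control wells and 100% = L-leucinethiol positive control wells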
# * hit, by the source's call; u = inconclusive; x = not tested or not shown; & = joins results of further samples; [ ] = remark or other dose.
SMILES,miR122 inh,CFTR F508del cor,ERp5 inh,DENV2 CPE rescue,SIRT5 inh,Casp6 inh,ERAP1 inh
COC(=O)C1(C)NC(c2ccco2)C2C(=O)N(c3ccc(F)cc3)C(=O)C21 (configuration not stated),0,1.9,-8,11,-1,-2,1
O=S(=O)(NCc1ccccc1)NCc1cccc(C(F)(F)F)c1,40,1.8,3,-4,0,1,-3
COc1ccc(NC(=O)NN2CCN(C)CC2)cc1OC,x,2.5,11,3,-1,9,1
O=C(Nc1ccncc1)c1cc(C2CCCCN2C(=O)CCc2ccccc2)on1 (configuration not stated),-1,0.5,7,19,x,1,-5
Cc1ccc(S(=O)(=O)N2CCN(C(=O)C(C)Cn3cncn3)CC2)cc1C (configuration not stated),x,1.1,-5,1,-2,0,2
CC(C)C[C@H]1CN(CCCC[C@H]2CNC(=O)C(=O)N2CC2CCCCC2)C(=O)C(=O)N1CCc1ccc(O)cc1,x,1.5,-2,-6,10,2,-8
COc1ccc(CC(=O)O/N=C(\N)c2ccncc2)cc1OC,0,0.8,-2,9,x,0,-8
CCc1nc2c(OCc3ccc(C(F)(F)F)cc3)cccn2c1N(C)C(=O)c1ccncc1,-5,1.6,6,u,-1,7,5
CC(Nc1ccc(Cl)cc1)C(=O)NN (configuration not stated),x,-1.1,2,u,0,-3,3
COC(=O)C1=C(C(=O)OC)[C@]2([C@H]3CC=CCN[C@@H](Cc4ccccc4)C(=O)N3Cc3ccccc3)C=C[C@H]1O2,-3,6.0,6,5,3,-9,-5
C[C@H](CO)N1C[C@H](C)[C@H](CN(C)S(C)(=O)=O)Oc2cc(-c3ccccc3)ccc2S1(=O)=O,-2[16.7 µM],-2.2,5,-3,1,0,-2
O=C(NCCc1ccccc1Cl)C1CCC(=O)N(CCCc2ccccc2)C1 (configuration not stated),-7,-0.6,-2,8,-2,-3,-1
Cc1noc(C)c1S(=O)(=O)Nc1ccc2c(c1)C(=O)N([C@@H](C)CO)C[C@@H](C)[C@@H](CN(C)Cc1ccc(C(=O)Nc3ccccc3N)cc1)O2,22[16.7 µM],-2.6,3,1,x,2,0
O=C(c1cccnc1)N1CC(=O)N2[C@@H](CO)[C@@H](c3ccc(C#CCC4CCCC4)cc3)[C@@H]2C1,x,1.3,0,-5,-3,1,-3
COc1ccc(Cn2c(=O)[nH]c3cc(C(=O)N4CCN(c5ccccn5)CC4)ccc3c2=O)cc1,-3,3.7,1,-4,-6,3,x
Cc1ccccc1NC(=O)Cn1c(C)nc2ccc(NC(=O)C3CC3)cc2c1=O,-3,x,0,-9,-7,-1,-2
Cc1ccc(S(=O)(=O)N(C)Cc2ccc(C(=O)N/N=C/c3ccc(OC(F)F)cc3OC(F)F)cc2)cc1,-8,x,3,5,-2,-4,-3
Nc1ccc(NC(=O)c2cccc(C(=O)Nc3ccc(N)cc3Cl)c2)c(Cl)c1,x,0.0,1,7,0,2,-1
CCN(CC)S(=O)(=O)c1cc(NC(=O)CN2CCN(c3ccccn3)CC2)ccc1C,x,1.8,4,2,-8,-1,1
CCS(=O)(=O)N1CC2(CN(Cc3cc(F)ccc3F)[C@@H](CO)c3c2c2ccc(OC)cc2n3C)C1,x,3.8,-2,-9,6,-1,-6
C[C@H]1CN([C@@H](C)CO)C(=O)Cc2cc(NS(=O)(=O)c3cn(C)cn3)ccc2O[C@@H]1CN(C)C(=O)Nc1ccc(F)cc1,10[16.7 µM],-0.2&-1.3,3,12,1,-1,1
COc1ccc2c3c([nH]c2c1)[C@H](CO)N(Cc1ccccc1F)CC31CN(S(C)(=O)=O)C1,x,-0.5,-5,12,x,x,-2
CCOC(=O)c1c(C)[nH]c(C)c1S(=O)(=O)N1CCCCC1,-3,-1.3,-4,14,0,0,0
CCOc1ccc(CN2CCN(CCCc3ccccc3)CC2CCO)cc1 (configuration not stated),10,6.7,4,22*,5,-2,-3
Cc1cc(C)cc(Nc2ccc(C(=O)O)cc2[N+](=O)[O-])c1,1,-3.2,3,4,-2,-1,0
CCOC(=O)c1ccc2nc(C)c(C)nc2c1,x,-1.8,-4,3,1,-3,x
CN(Cc1nc2ccccc2c(=O)[nH]1)C(=O)c1cc(C2CC2)nn1-c1ccccc1,-5,-0.2,x,2,-4,5,3
CC(=O)N1[C@@H]2c3ccc(-c4cncnc4)c(=O)n3C[C@H]1[C@H](CO)[C@H]2C(=O)NC1Cc2ccccc2C1,-2[16.7 µM],-0.8,2,-1,-44,-1,3
C[C@H](CO)N1C[C@H](C)[C@H](CN(C)C(=O)[C@@H](Cc2ccccc2)N(C)C)OCc2ccccc2-c2ccccc2C1=O,x,-1.8,-1,-4,-6,0,0
Cc1nn(-c2ccccc2)c(C)c1C(=O)N1CCN(S(=O)(=O)c2ccccc2)CC1,x,-3.7,-11,2,-1,0,-1
Cc1cc(C)nc(Nc2nc3ccccc3s2)n1,x,1.3,-1,0,x,-2,3
COc1cc(-n2nnnc2SC)c(OC)cc1Cl,x,0.4,-44,-2,-2,0,2
C[C@@H]1CCCCO[C@@H](CN(C)CC2CCCCC2)[C@H](C)CN([C@@H](C)CO)C(=O)c2cc(NC(=O)c3ccncc3)ccc2O1,-9[16.7 µM],1.3,-13,3,-1,0,-2
COc1cccc(-c2n[nH]c3c2CCC3)c1,x,1.6,3,1,-1,-4,-1
O=C(/C=C(\Nc1ccc(Cl)c(C(F)(F)F)c1)c1ccccc1)c1ccccc1,x,-0.3,-4,16,x,3,0
O=C(NCCCN1CCCC1=O)c1ccc([N+](=O)[O-])s1,x,-1.3,3,10,1,3,3
CCOc1ccc2c(c1)OC(c1ccc(OC)cc1)(C(F)(F)F)NC2=O (configuration not stated),29,3.4,4,2,-6,0,-2
Cc1ccc(NC(=O)COC(=O)c2ccc(Br)o2)cc1S(=O)(=O)N1CCCCC1,-3,-2.0,-3,-7,-2,0,3
COC(=O)c1sc(SC)c(S(=O)(=O)C(C)C)c1N/N=C(\C#N)S(=O)(=O)c1ccccn1,x,-4.0,1,7,0,3,4
O=C(O)C1C2CCC(C2)C1C(=O)NCCc1ccc(F)cc1 (configuration not stated),-3,2.1,-6,-2,17*,-1,-3
Cc1ccc(C)c(CN2CCC(CNC(=O)C3CCCN(c4ncnc5c4nc4n5CCCCC4)C3)CC2)c1 (configuration not stated),x,-0.7,-1,4,-1,-1,0
O=S(=O)(NC1=NCCCCC1)c1ccc(Cl)cc1Cl,x,-1.1,4,-1,-1,2,-3
CC1CN(C2CCCCC2)C(=O)NC1=O (configuration not stated),-3,0.1,-7,8,-1,-6,-7
CCOC(=O)C1=C(COc2ccccc2)NC(=O)NC1c1ccc2ccccc2c1 (configuration not stated),x,0.8,-3,-16,-1,0,-4
O=C(NNc1ccc(Cl)cc1)C1CCC1,2,-3.2,3,2,-1,-1,9
COc1ccc(Cl)cc1N1C(=NC(=O)C2CCCO2)SC2CS(=O)(=O)CC21 (configuration not stated),-1,0.5,8,0,-3,-4,2
CC(NC(=O)COc1ccc(Br)cc1)C1CCCO1 (configuration not stated),x,-2.0,2,2,-1,1,-1
COC(CNC(=O)c1ccc2nc3ccccc3c(=O)n2c1)OC,x,x,1,-1,-14,0,-9
Cc1ccccc1NC(=O)N(C)[C@H]1C[C@H]2c3[nH]c4c(-c5ccccc5)cccc4c3CCN2C(=O)[C@H]1[C@H](C)O,x,-1.0,2,3,1,-3,1
O=S(=O)(c1cc(F)ccc1F)N1CCC2(CC1)OCCO2,x,-0.4,-3,u,0,0,-2
CCCCn1nnnc1SCC(=O)Nc1cccc(C)c1,1,-0.5,3,2,-4,2,-1
C[C@@H]1CCCCO[C@@H](CN(C)C(=O)C2CCCCC2)[C@H](C)CN([C@@H](C)CO)C(=O)c2cc(NS(C)(=O)=O)ccc2O1,-7[16.7 µM],1.0,-10,u,-1,2,-2
Cc1ccc(S(=O)(=O)NCc2ccc(C(=O)N3CCN(c4ccccn4)CC3)cc2)cc1,-2,x,12,x,-7,0,4
Cc1cc(C)cc(N(CC(=O)O)S(=O)(=O)c2c(C)[nH]c(=O)[nH]c2=O)c1,-4,-5.4,4,8,1,2,-6
C[C@@H]1CN([C@H](C)CO)C(=O)c2cc(-c3cccnc3)cnc2O[C@@H]1CN(C)C(=O)Nc1ccccc1,13[16.7 µM],-0.9,0,-5,-3,0,-1
CCCCCNCc1ccc(Cl)cc1,x,-0.4,-6,1,-1,-2,3
N#CC1(c2ccccc2)CCCN1C(=O)c1ccc(Br)o1 (configuration not stated),x,-1.2,2,0,2,4,-1
C[C@@H]1CN([C@H](C)CO)C(=O)c2cc(NC(=O)CCCN(C)C)ccc2O[C@H]1CN(C)C(=O)Nc1ccc2c(c1)OCO2,5[16.7 µM],0.6,4,0,-1,0,1
CC(=O)c1ccc(N2CCN(C(=O)c3ccc(NC4=NC5CS(=O)(=O)CC5S4)cc3)CC2)cc1 (configuration not stated),1,0.6,0,7,4,-1,7
COC(=O)c1oc2ccccc2c1NC(=O)/C=C/C(=O)O,x,-0.2,0,1,-1,1,-2

# Record cards (already shown).
# Entry for CCCCCNCc1ccc(Cl)cc1 → miR122 inh: x; CFTR F508del cor: -0.4; ERp5 inh: -6; DENV2 CPE rescue: 1; SIRT5 inh: -1; Casp6 inh: -2; ERAP1 inh: 3
# Entry for N#CC1(c2ccccc2)CCCN1C(=O)c1ccc(Br)o1 (configuration not stated) → miR122 inh: x; CFTR F508del cor: -1.2; ERp5 inh: 2; DENV2 CPE rescue: 0; SIRT5 inh: 2; Casp6 inh: 4; ERAP1 inh: -1

# Remaining list, next part:
SMILES,miR122 inh,CFTR F508del cor,ERp5 inh,DENV2 CPE rescue,SIRT5 inh,Casp6 inh,ERAP1 inh
COc1ccc(CC(=O)NCC2CCCN(Cc3cc(OC)cc(OC)c3)C2)cc1 (configuration not stated),-4,2.1,2,-3,0,-2,-1
COc1cccc(-c2cc3nc(-c4ccccc4)cc(=O)n3[nH]2)c1,x,12*,-4,8,-17,5,2
COC(=O)c1ccc2nc(C3CCCCC3)c(Cc3ccccc3)n2c1,5,-1.5,4,0,0,-1,-2
CN=c1nc(-c2ccccc2)n(-c2ccccc2)s1,-10,2.0,2,1,-3,x,-1
O=C(NN1CCCCC1)c1cccc2ccccc12,-9,1.7,1,0,-2,x,-2
O=C(NC[C@H]1CC[C@@H]2[C@@H](CN2S(=O)(=O)c2ccccc2)O1)NC1CCCCC1,x,-0.4,-2,13,2,2,-2
O=[N+]([O-])c1ccc(-c2nc(Cl)c3c(n2)CCCC3)o1,x,6.0,-11,-10,x,-2,0
COc1ccc(N(CN2C(=O)c3ccccc3C2=O)C(=O)C(C)C)cc1,-2,x,-5,x,0,2,12
O=C(CSCc1ccccc1)Nc1ccc2c(c1)C(=O)NC2=O,x,2.0,1,4,-1,5,1
C[C@@H]1CN([C@H](C)CO)C(=O)Cc2cc(NC(=O)CCN3CCOCC3)ccc2O[C@@H]1CN(C)S(=O)(=O)c1ccccc1,2[16.7 µM],1.5,1,7,-3,0,0
Cc1ccc(-c2ccc3c(c2)O[C@H](CN(C)C(=O)Nc2ccccc2)[C@@H](C)CN([C@@H](C)CO)S3(=O)=O)cc1,x,1.0,1,0,14,x,x
COc1ccccc1CNc1cc(C)ccn1,x,-3.1,14,1,3,0,0
C[C@H]1CN([C@@H](C)CO)C(=O)Cc2cc(NC(=O)CCCCCC(=O)Nc3ccccc3N)ccc2O[C@H]1CN(C)S(=O)(=O)c1cccs1,-7[16.7 µM],3.7,x,-3,x,x,x
O=C(Cn1c(C(=O)O)cc2ccccc21)c1ccccc1,x,-1.4,1,-8,-2,-1,-2
C[C@H]1CN([C@@H](C)CO)C(=O)Cc2cc(NC(=O)C3CCCCC3)ccc2O[C@@H]1CN(C)C(=O)Nc1ccccc1,13[16.7 µM],-1.9,-2,8,-5,-1,-1
C[C@@H]1CN([C@H](C)CO)C(=O)Cc2cc(NS(C)(=O)=O)ccc2O[C@H]1CN(C)Cc1ccc(Cl)c(Cl)c1,-8[16.7 µM],0.5,-2,-2,3,-5,3
